Bioassay records as filed in PubChem BioAssay.
Large T inhibition: SV40 large T antigen inhibitors, biochemical (AID 1903) | SV40 large T antigen ATPase/helicase inhibition assay; higher % means a stronger effect | inhibition, % at 20 µM; hits with a dose series show IC50 in µM | 310,000 compounds, 0.39% hits; in the data active = a potency from the dose series; inconclusive = inhibition mostly from about 32% at the one dose, without a potency; inactive = the rest, 99 in 100 with inhibition below about 32%; also: strong numbers were not always called active
AID2073: inhibitors of Mint1-CaV2.2 protein interaction, biochemical, HTRF (AID 2073); HTRF protein-protein interaction, Mint1-CaV2.2; higher % means a stronger effect; 290,000 compounds, 0.19% hits; inhibition, % at 20 µM; hits with a dose series show IC50 in µM; in the data active = inhibition mostly above about 51%, no sharp cut-off; inconclusive = no clear call, values can overlap the other calls; inactive = mostly below about 53%; also: some results filed as inactive read as strong as hits
NTR1 ag: NTR1-driven beta-arrestin-GFP spot formation – imaging, U2OS cells, high content, primary screen (AID 493036); P30989; agonist mode; activation, % at 20 µM; 330,000 compounds, 0.17% hits;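 active = activation at or above 40% of the spot to cytoplasm intensity ratio, with at least 20 cells analyzed; inconclusive = wells under 20 cells, flagged as cytotoxic or low count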;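 also: 0% = DMSO without peptide and 100% = 100 nM NTR1 peptide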
Target sequence (P30989 whole entry, looked up): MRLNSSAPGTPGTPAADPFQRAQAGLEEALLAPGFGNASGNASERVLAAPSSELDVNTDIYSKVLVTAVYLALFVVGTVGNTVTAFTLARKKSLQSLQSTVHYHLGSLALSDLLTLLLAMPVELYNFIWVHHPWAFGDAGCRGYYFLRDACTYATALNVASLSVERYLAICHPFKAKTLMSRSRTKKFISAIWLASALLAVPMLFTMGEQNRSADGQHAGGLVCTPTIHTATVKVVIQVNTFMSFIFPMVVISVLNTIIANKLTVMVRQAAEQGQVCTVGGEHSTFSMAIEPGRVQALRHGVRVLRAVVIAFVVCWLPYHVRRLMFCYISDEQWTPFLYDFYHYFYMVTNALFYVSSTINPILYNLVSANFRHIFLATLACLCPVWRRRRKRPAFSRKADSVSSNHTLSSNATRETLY
SIAH1 antagonists: blockers of Siah-1 interaction with plectin peptide – biochemical, fluorescence polarization, rhodamine-plectin, uHTS, primary screen (AID 1817). Siah-1 / rhodamine-plectin peptide fluorescence polarization; higher % means a stronger effect. displacement, % at 20 µM; hits with a dose series show IC50 in µM. 290,000 compounds, 0.02% hits;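 active = displacement of at least 50% at 20 µM, with a fluorescence ratio check between 0.3 and a set limit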;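 also: plate controls were Siah plus tracer with DMSO for no effect and tracer alone without Siah for full effect; strong numbers were not always called active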
NS5 inhibitors: flavivirus cap methylation enzyme inhibition – biochemical, confirmation dose response, primary screen (AID 588689); Dengue-2 NS5 methyltransferase capping enzyme assay, biochemical; higher % means a stronger effect; one-dose inhibition, % at 25 µM; IC50 in µM for titrated hits; 340,000 compounds, 0.3% hits; in the data active = a potency from the dose series; inconclusive = inhibition above about 29% without an active follow-up result
RSV CPE inhibition: inhibition of RSV-induced cytopathic effect – HEp-2 cells, primary 10 µM value included (AID 2391) | HEp-2 cells, RSV-induced CPE inhibition; higher % means a stronger effect | one-dose CPE inhibition, % at 10 µM; IC50 in µM for titrated hits | 310,000 compounds, 0.13% hits; in the data active = a potency from the dose series; inconclusive = CPE inhibition mostly from about 23% at the one dose, without a potency; inactive = the rest, 99 in 100 with CPE inhibition below about 21%; also: strong numbers were not always called active
K1F lysis inhibition: inhibition of K1F phage lysis, E. coli UTI89, bacterial capsule biogenesis inhibitors, alamar blue (AID 488966); one-dose inhibition, % at 100 µM; IC50 in µM for titrated hits; 340,000 compounds, 0.02% hits; E. coli UTI89 K1F phage lysis, alamar blue, 2 h; higher % means a stronger effect;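 active = phage lysis inhibition, versus mean bacterial control, above a set limit; inconclusive = no clear call, values can overlap the other calls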;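 also: capsule biogenesis inhibitors block K1F phage lysis so surviving cells raise fluorescence; higher fluorescence means more inhibition of phage lysis; actives were called in the ten point dose series up to 300 µM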
Rac1 GTP hydrolysis: MgcRacGAP GTPase-activating activity inhibitors, confirmation, biochemical, ADP Hunter fluorescence | MgcRacGAP-stimulated Rac1 GTP hydrolysis, ADP Hunter fluorescence; higher % means a stronger effect; GST-tagged Rac1 F28L mutant substrate | one-dose inhibition, % at 30 µM; IC50 in µM for titrated hits | 340,000 compounds, 0.6% hits;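 active = first-screen hits whose inhibition reached a set limit at any dose in the follow-up dose series; inconclusive = inhibition above the set first-screen limit but never retested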;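 also: fluorescence reports GDP produced by GAP-driven GTP hydrolysis; strong numbers were not always called active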
West Nile antiviral: inhibition of WNV-induced cytopathic effect – cell-based, CPE readout (AID 1621); West Nile virus-infected cells, CPE inhibition; higher % means a stronger effect; one-dose CPE inhibition, % at 10 µM; IC50 in µM for titrated hits; 290,000 compounds, 0.02% hits; in the data active = a potency from the dose series; inconclusive = CPE inhibition mostly from about 3.7% at the one dose, without a potency; inactive = the rest, 99 in 100 with CPE inhibition below about 2.2%; also: strong numbers were not always called active
NTR1 ag cell count 20 µM: second read-out of NTR1 ag, no call of its own (marks repeat the call); cell count; measured here: cell count, cytotoxicity flag
* marks the source's active call; other numbers are inactive results; ? = inconclusive; . = no result given; [ ] = remark or other dose. Rows are unselected (roughly 1.6% active in at least one column).

SMILES	Large T inhibition	AID2073	NTR1 ag	NTR1 ag cell count 20 µM	SIAH1 antagonists	NS5 inhibitors	RSV CPE inhibition	K1F lysis inhibition	Rac1 GTP hydrolysis	West Nile antiviral
O=C(CCc1ccccc1F)N1CCN(c2ccccc2)CC1	13.6%	-0.1%	-0.8	61	8.8%	6.9%	-0.6%	-2.2%	-1.9%	-0.3%
Cc1cc(C)cc(NC(=O)Nc2ccc3c(c2)CCC3)c1	6.1%	9.0%	4.0	58	2.0%	-4.8%	6.3%	0.0%	6.5%	-0.2%
Cc1c(CC(=O)N2C[C@H]3C[C@@H](C2)c2cccc(=O)n2C3)c(=O)oc2cc3occ(C(C)(C)C)c3cc12	17.7%	22.3%	4.0	85	-5.8%	-0.7%	.	3.6%	0.2%	-0.6%
COc1ccccc1-c1csc2ncnc(Sc3nnnn3C)c12	.	.	2.1	66	.	-5.5%	7.6%	0.7%	10.3%	.
CCOCC(=O)Nc1cc(C(=O)Nc2ccc(F)cc2)ccc1Cl	21.3%	3.4%	2.1	45	1.0%	.	4.4%	.	.	-1.3%
CN(C)C(=O)CSc1nc(-c2cccs2)c(-c2cccs2)[nH]1	14.8%	-13.5%	-0.7	45	22.5%	-8.1%	1.7%	0.1%	7.5%	-0.8%
CCN(Cc1ccccc1)C(=O)CN1C(=S)NC(C)(C)CC1C (stereo unspecified)	4.0%	-2.5%	2.1	31	6.3%	1.6%	0.6%	1.2%[50 µM]	9.3%	-0.9%
CC(C)C(=O)NC(=S)Nc1ccccn1	4.9%	9.1%	-1.2	49	0.0%	1.6%	0.2%	0.7%	4.9%	0.1%
COc1cc(C(=O)NCCCNc2nc3cc(C)cc(C)c3cc2C#N)cc(OC)c1OC	8.9%	1.4%	-1.1	88	-4.2%	7.8%	12.6%	0.2%	6.6%	0.3%
O=C(CSc1nc(-c2ccco2)cc(C(F)(F)F)n1)N1CCN(Cc2ccccc2)CC1	4.0%	21.1%	1.6	84	4.4%	-4.1%	0.6%	-0.1%	0.1%	0.6%
Cc1cc(C)c(NC(=S)NC(=O)c2ccc(-c3ccccc3)cc2)c(C)c1	3.1%	-1.3%	.	.	0.9%	-2.9%	3.5%	2.5%	11.1%	-2.0%
Nc1scn[n+]1Cc1cccc2cccnc12	20.7%	-5.1%	0.5	57	-3.2%	-3.2%	19.5%	0.0%	8.1%	0.6%
Cn1c(Cn2c(=O)sc3ccccc32)nnc1SCC(=O)NC1CCCC1	-2.5%	-1.3%	-2.0	56	1.5%	0.7%	-0.2%	-2.3%	1.6%	0.2%
COC(=O)C1=C(C)n2nnnc2NC1c1ccc(Cl)cc1 (stereo unspecified)	1.9%	-2.5%	0.9	43	0.1%	-8.3%	3.0%	0.7%	12.6%	0.5%
COc1ccc(-c2c/c(=N\c3nc(-c4ccccc4)c(C)s3)c3ccccc3o2)cc1O	9.9%	17.2%	-1.6	34	2.7%	7.5%	-4.4%	1.5%	11.2%	0.6%
O=C(CSc1nc2ccccc2nc1N1CCCCC1)Nc1ccc(F)cc1	-1.8%	16.2%	0.4	97	5.9%	0.7%	10.7%	1.7%	11.9%	-1.3%
COC(=O)c1cncc(C)c1	-0.4%	37.9%	0.4	39	-0.8%	-0.7%	-1.5%	0.4%	11.6%	0.4%
COc1ccc(C2=Nn3c(nnc3-c3cccnc3)SC2)cc1OC	.	4.6%	2.4	87	-2.3%	1.0%	-1.7%	-0.1%	8.8%	0.3%
CC(C)CNC(=O)C1CCN(c2ccc(S(=O)(=O)N3CCOCC3)cc2Cl)CC1	10.2%	6.3%	0.0	86	-1.1%	2.4%	-1.4%	-2.4%	1.2%	-0.8%
Cc1ccc2nc(C3CCN(S(=O)(=O)c4ccc5ccccc5c4)CC3)[nH]c2c1	1.5%	-5.8%	0.1	44	-4.5%	-2.1%	1.7%	1.5%	0.2%	-0.8%
CSc1ccccc1C(=O)NCc1ccc(C)cc1	2.2%	-1.4%	-1.1	53	-5.6%	-5.9%	2.0%	0.7%	-0.2%	-0.7%
Nc1nc(SCc2nc(-c3ccccc3)no2)[nH]c(=O)c1-c1ccccc1	6.7%	-2.4%	-0.6	55	3.1%	-8.1%	0.5%	8.9%	0.8%	-0.2%
Cc1ccc(NCc2nnc(SCC(=O)Nc3ncc(C)s3)n2Cc2ccco2)c(C)c1	14.8%	-11.1%	0.8	98	7.7%	-8.1%	1.5%	0.9%	3.1%	-1.0%
CC1(C)CC(=O)C(C=NCCN2CCN(C(=S)NC3CCCCC3)CC2)=C(O)C1	5.1%	-10.6%	0.4	76	-1.9%	-5.8%	1.1%	1.3%[50 µM]	3.0%	0.3%
CC(C)C(=O)NCC(c1ccc2c(c1)OCO2)N1CCOCC1 (stereo unspecified)	5.6%	-5.6%	-0.2	62	8.4%	0.0%	0.7%	0.4%	6.7%	-0.2%
CC(C)(C)OC(=O)N1CCC(c2cc(=O)n3[nH]cc(C(=O)NC4CCCC4)c3n2)CC1	16.8%	3.0%	0.7	90	-0.3%	4.9%	2.0%	-2.3%	-5.4%	0.3%
Cn1c(CC(=O)Nc2ccccc2Cl)nnc1SCC(=O)NC1=NCCS1	2.2%	12.3%	-1.5	51	0.0%	-5.0%	0.0%	-0.1%	-0.1%	0.5%
O=C(NCc1ccc(F)cc1)C1CCN(c2cnccn2)CC1	22.7%	2.9%	-0.5	87	-1.5%	-5.2%	-0.3%	0.1%	-1.2%	0.0%
O=C(CCCc1ccccc1)NCc1cn2ccsc2n1	17.1%	5.2%	-1.3	60	0.8%	-2.1%	1.3%	0.4%	-6.2%	-0.2%
O=C1CCCC2=C1C(c1cccs1)Nc1ccc3ncccc3c12 (stereo unspecified)	14.2%	7.0%	-0.6	69	-2.0%	2.7%	2.7%	1.6%	13.8%	?

Arranged by the number under Large T inhibition (descending): some entries from above
mol | Large T inhibition
O=C(CCCc1ccccc1)NCc1cn2ccsc2n1 | 17.1%
CC1(C)CC(=O)C(C=NCCN2CCN(C(=S)NC3CCCCC3)CC2)=C(O)C1 | 5.1%
COC(=O)c1cncc(C)c1 | -0.4%

Going on with the list.
SMILES	Large T inhibition	AID2073	NTR1 ag	NTR1 ag cell count 20 µM	SIAH1 antagonists	NS5 inhibitors	RSV CPE inhibition	K1F lysis inhibition	Rac1 GTP hydrolysis	West Nile antiviral
CCn1cnc2cc(NCc3ccccc3Cl)ccc21	21.6%	14.1%	0.3	91	0.1%	-3.6%	41.4%	0.2%	22.1%	-0.2%
CC(=O)Nc1cccc(NC(=O)Nc2ccc(C)c(Cl)c2)c1	-6.2%	0.7%	-0.6	37	6.0%	-11.1%	6.1%	-0.2%	8.2%	-0.2%
Cc1ccccc1-c1nc(S(=O)(=O)c2ccc(Cl)cc2)c(NCCN2CCOCC2)o1	-3.4%	8.1%	-0.1	61	-1.3%	-3.2%	0.7%	0.1%	10.4%	-1.4%
C=CCNc1nc(-c2sc(NC(=O)CC)nc2C)cs1	10.3%	-19.2%	-1.2	64	2.9%	-3.3%	5.3%	0.8%	7.1%	0.6%
CCOC(=O)C1(CC2CCCCO2)CCN(C(=O)Nc2ccccc2CC)CC1 (stereo unspecified)	16.2%	12.1%	-0.9	104	-2.6%	2.7%	2.2%	0.0%	4.3%	-1.0%
CCCCCCOc1ccc(/C(C)=N/NC2=NCCN2)cc1	7.0%	8.9%	16.7	69	-3.5%	-7.2%	-2.4%	-2.1%	9.8%	-2.3%
Cc1nc(S(=O)(=O)N(C)c2ccccc2)c(C#N)c(C)c1Cl	-1.8%	5.7%	0.2	56	-2.6%	-0.8%	16.4%	1.2%	4.5%	1.6%
COc1ccc(CCNC(=O)CC2(CC3=NS(=O)(=O)c4ccccc4N3)CCCC2)cc1OC	-1.3%	-7.3%	-0.5	53	1.9%	-8.0%	1.1%	0.1%	6.4%	-0.5%
COc1cc2c(cc1OC)C(c1cccnc1)CC(=O)N2 (stereo unspecified)	0.6%	0.4%	-0.2	55	-1.9%	-4.2%	1.8%	-0.4%	0.9%	-0.4%
CCC(=O)c1cn(CC(=O)Nc2ccccc2Cl)c2ccccc12	-1.5%	12.5%	1.7	74	-2.8%	-1.2%	0.1%	-0.8%	6.4%	-0.5%
CCOc1ccc(N2C(=O)Nc3ccc(Br)cc3C2(O)C(=O)NCCCN(C)C)cc1 (stereo unspecified)	1.9%	-5.5%	-1.2	54	4.1%	-6.8%	0.6%	0.0%	8.1%	-0.1%
COc1cc2c(cc1NC(=O)COC(=O)[C@@H](NC(=O)c1ccccc1F)C(C)C)oc1ccccc12	-0.6%	13.3%	-1.5	51	8.8%	-5.8%	8.3%	1.3%	5.2%	-0.9%
C=CCOC(=O)C1=C(C)N=c2s/c(=C3\C(=O)N(CC(=O)O)c4ccccc43)c(=O)n2C1c1ccc(OC)cc1 (stereo unspecified)	49.1µM*	35.7%	1.7	47	13.6%	59.4µM*	1.0%	-0.5%	?	-0.1%
COc1ccccc1C(=O)NC(CCSC)C(=O)NCCCSc1ccccc1 (stereo unspecified)	0.9%	.	1.1	54	.	-2.2%	-0.5%	0.0%[50 µM]	6.1%	.
CNS(=O)(=O)c1cccc(C(=O)OCC(=O)Nc2ccc(OC)cc2[N+](=O)[O-])c1	1.4%	1.3%	1.9	40	1.9%	6.2%	-0.5%	-0.4%	2.5%	-0.5%
CCC(C)OC(=O)c1cc(C)nc2c(Br)cc(Br)cc12 (stereo unspecified)	9.5%	18.6%	4.5	71	14.5%	-6.5%	7.5%	1.1%	6.6%	-0.1%
COCCCNC(=S)N1CCN(c2nc(-c3ccccc3)cs2)CC1	10.6%	-29.1%	1.2	67	7.5%	-2.3%	3.2%	0.6%	13.0%	-1.1%
O=C(NCCCN1CCN(Cc2ccccc2Cl)CC1)Nc1ccccc1	1.8%	31.3%	0.2	53	-2.3%	1.4%	-0.8%	-1.2%[50 µM]	-0.6%	-0.2%
O=C(OCCN=C1NS(=O)(=O)c2ccccc21)c1ccccc1	6.3%	-3.0%	-1.3	85	3.5%	-6.5%	?	-0.7%	-0.2%	-0.1%
Cc1cccc(-n2c(=S)[nH]c3nc4c(cc3c2=O)COC(C)(C)C4)c1	3.7%	-12.0%	-0.8	48	-0.2%	.	0.6%	.	.	0.0%
Cc1cccc(/C=N/NC(=O)CN2CCCCCCC2)c1	11.2%	1.6%	-1.5	48	5.0%	-3.0%	2.5%	3.3%	6.5%	0.2%
COc1ccc(-n2nc(C(=O)NCc3ccco3)c3ccccc3c2=O)cc1	4.0%	8.4%	-0.3	101	-1.5%	0.0%	-0.3%	-0.6%	19.5%	0.7%
